# CHO-K1 Ca antag: counter-screen for M1 antagonists: effect in parental CHO-K1 cells | ATP-induced calcium, Fluo-8 fluorescence | inhibition, % at 3 µM | 360,000 compounds, 0.6% hits;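 active means inhibition above a per-plate cutoff, the plate's mean sample inhibition plus 3 SD, cut at about 24% in these data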;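 further: 0% = DMSO plus EC80 ATP and 100% = DMSO alone without ATP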
# TAAR1 ag: human TAAR1 agonism. CHO RD-HGA16 TAAR1, Fluo-8 calcium fluorescence; vehicle wells 0%, saturating PEA agonist 100%. activation, % at 3 µM. 360,000 compounds, 0.99% hits. AID 624467;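 active means activation above the mean activation of all test compounds in the run plus 3 SD, cut at about 38% in these data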
# Target sequence (Q96RJ0 whole entry, looked up): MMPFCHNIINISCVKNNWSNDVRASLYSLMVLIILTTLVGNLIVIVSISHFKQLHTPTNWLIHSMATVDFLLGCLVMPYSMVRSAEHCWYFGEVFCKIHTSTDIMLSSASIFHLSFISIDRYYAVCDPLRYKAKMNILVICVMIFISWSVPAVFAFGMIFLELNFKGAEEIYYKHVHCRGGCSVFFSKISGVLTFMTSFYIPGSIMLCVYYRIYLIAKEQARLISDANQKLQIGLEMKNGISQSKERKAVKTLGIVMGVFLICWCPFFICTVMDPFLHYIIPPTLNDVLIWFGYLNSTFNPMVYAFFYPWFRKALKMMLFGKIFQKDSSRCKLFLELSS
#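 Signal – calcium-sensitive Fluo-8 signal, excitation 470-495, emission 515-575 nm · System – RD-HGA16 (CHO) cells co-expressing Gα16 and hTAAR1 · Incubation – 17-24 h seeding, 75 min 37 °C dye, 30 min RT · Compound dosing – 3 µM single concentration · Repeats – no replicates (n 1)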
# M1 PAM parental: M1 PAM counterscreen hit in parental CHO-K1 cells; ATP EC20, Fluo-8 calcium fluorescence; 0% at ATP EC20, 100% at ATP max; activation, % at 3 µM; 360,000 compounds, 0.02% hits;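 active means activation above the run cutoff, the mean activation of all test compounds plus 3 SD, cut at about 40% in these data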;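 further: peak over basal fluorescence ratio in a 140 s read after ATP addition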
# TAAR1 antag: antagonists of human TAAR1; CHO RD-HGA16 TAAR1, Fluo-8 calcium fluorescence, antagonist; inhibition, % at 3 µM; 360,000 compounds, 1.5% hits; AID 624466;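 active means inhibition above a per-plate cutoff, the mean inhibition of test compounds on that plate plus 3 SD, cut at about 49% in these data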;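 further: 0% = DMSO plus EC80 beta-PEA response and 100% = DMSO alone without agonist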
#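 System: RD-HGA16 CHO cells with stable hTAAR1 and Gα16 | Probe or stimulus: EC80 β-phenethylamine stimulus | Dosing: 3 µM, single point | Times: Dye loading 75 min at 37 °C, then 30 min room temperature | Measured by: Fluo-8 calcium-sensitive fluorescence | Read-out basis: % inhibition of agonist calcium response | Replicates: n of 1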
# CHO-K1 Ca ag: nonselective activator or artifact in parental CHO-K1 cells; 360,000 compounds, 0.48% hits; activation, % at 3 µM; Fluo-8 calcium fluorescence; scaled to maximal ATP response, vehicle zero; in the data active means activation above about 15%;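 further: untransfected CHO-K1 host cells lacking M1 receptor as counterscreen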
# CHO parental Ca: counter-screen for OX1R antagonists: effect in parental CHO cells | parental CHO-K1, ATP-induced calcium, Fluo-8 fluorescence | 330,000 compounds, 0.63% hits | AID 463079 | inhibition, % at 5.6 µM;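 active means inhibition above that plate's mean sample inhibition plus 3 SD, cut at about 26% in these data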;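 further: 0% = ATP-challenged DMSO wells and 100% = DMSO wells without ATP; some compounds past the cut are filed as inactive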
#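 Material: parental CHO cells / Compound: single nominal dose of 5.6 µM per compound / Signal: Fluo-8 fluorescence / Replicates: singlicate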
# CHRM1 agonist: activates human CHRM1 receptor; P11229; CHO-K1 hM1, Fluo-8 calcium fluorescence, agonist mode; 0% DMSO, 100% acetylcholine EC100; activation, % at 3 µM; 360,000 compounds, 0.33% hits; AID 588814;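 active means activation above the run's mean compound activation plus 3 SD, cut at about 16% in these data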;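 further: peak over basal fluorescence ratio within a 140 s kinetic read after compound addition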
# Target sequence (P11229 whole entry, looked up): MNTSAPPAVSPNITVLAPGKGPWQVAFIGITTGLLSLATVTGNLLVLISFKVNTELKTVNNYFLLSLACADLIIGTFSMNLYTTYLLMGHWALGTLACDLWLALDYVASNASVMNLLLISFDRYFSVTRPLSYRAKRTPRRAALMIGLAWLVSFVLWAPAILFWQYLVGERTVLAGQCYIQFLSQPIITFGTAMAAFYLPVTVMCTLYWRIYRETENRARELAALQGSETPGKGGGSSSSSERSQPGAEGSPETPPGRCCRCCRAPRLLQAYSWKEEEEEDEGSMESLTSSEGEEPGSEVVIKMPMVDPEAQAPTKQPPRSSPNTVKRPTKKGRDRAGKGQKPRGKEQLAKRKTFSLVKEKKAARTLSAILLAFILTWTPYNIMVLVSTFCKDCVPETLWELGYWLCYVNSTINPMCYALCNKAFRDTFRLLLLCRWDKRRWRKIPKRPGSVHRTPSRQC
# CHRM1 PAM: human CHRM1 positive allosteric modulation | P11229 | CHO-K1 hM1, Fluo-8 calcium fluorescence, ACh EC20; 0% = ACh EC20, 100% = maximal ACh | activation, % at 3 µM | 360,000 compounds, 0.088% hits | AID 588819; in the data active means activation above about 19%, passing the limit was not always enough
# M1 antag: blocks human M1 muscarinic receptor | P11229 | 360,000 compounds, 1.3% hits | CHO-K1 hM1, Fluo-8 calcium fluorescence, ACh EC80 antagonist | inhibition, % at 3 µM | AID 588852;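 active means percent inhibition above its own plate's cutoff, namely the mean of that plate's compound wells plus 3 SD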;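 further: peak over basal fluorescence ratio during 140 s after agonist addition; 0% = ACh EC80 plus DMSO and 100% = DMSO alone without agonist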
# Numbers without * were called inactive; · = no result given. Hits appear at their usual frequency; overall some 4.4% were active at least once.
compound,CHO-K1 Ca antag,TAAR1 ag,M1 PAM parental,TAAR1 antag,CHO-K1 Ca ag,CHO parental Ca,CHRM1 agonist,CHRM1 PAM,M1 antag
Cc1ccc(S(=O)(=O)N2CCCCC2CCNC(=O)C(=O)NCc2ccccc2)cc1 (stereo not given),-1,1,-8,-2,0.4,-19,-2,6,-4
Cc1ccc(S(=O)(=O)C2(C(=O)N(C)C3CCCCC3)CC2)cc1,18,·,-5,·,0.3,-23,-4,11,0
O=C(c1ccncc1)N1CCc2ccccc2C1,-4,3,-1,-31,0.6,5,-5,1,-13
CCOC(=O)Cn1nc(-c2ccc(F)cc2)cc(Cc2ccccc2)c1=O,-17,·,-8,·,-0.4,-11,-7,-4,0
CC1=C(C(=O)OC2CCCCC2)C(c2cccs2)n2c(nc3ccccc32)N1 (stereo not given),-2,4,6,-11,0.8,-26,-1,10,-11
CC(=O)N1c2ccc(S(=O)(=O)N3CCC(C(=O)Nc4cccc(Cl)c4)CC3)cc2CC1C (stereo not given),10,16,-23,-2,14,14,1,-7,16
CCCOc1ccc(C2c3c(oc4ccccc4c3=O)C(=O)N2CCN(CC)CC)cc1OC (stereo not given),-5,2,13,-8,0.4,-12,-4,5,-11
Cc1ccccc1NC(=S)NCC(c1cccnc1)N(C)C (stereo not given),-3,6,29,13,4.1,2,-7,11,-7
O=C(NCc1ccc2c(c1)OCO2)c1cc(-c2ccccn2)nc2ccccc12,-3,13,0,43,3.5,-18,2,0,11
CCCc1cc(C(=O)Nc2cccnc2Cl)no1,-13,6,2,-3,-0.3,-5,-3,5,1
COc1cc(C2C3=C(COC3=O)Oc3cc4c(cc32)OCO4)cc(OC)c1OC (stereo not given),-10,4,9,1,1.2,·,-2,7,-18
O=[N+]([O-])c1ccc(O)c(Nc2ncnc3ccc(Br)cc23)c1,4,23,16,20,5.6,-20,2,-1,8
Cn1c(/C(C#N)=C(\O)c2ccc([N+](=O)[O-])cc2)nc2ccccc21,-15,5,21,8,0.5,-11,-6,7,-8
Cc1noc(C)c1S(=O)(=O)NCc1ccc(CN(C)C)cc1,-21,18,13,1,0.4,0,-9,1,2
CC(OC(=O)c1ccccc1C(=O)N(C)C1CCCCC1)C(=O)NC1(C#N)CCCCC1 (stereo not given),-6,4,-11,-5,0.1,-15,-3,5,-3
CN1C=CC=C/C1=C(\C#N)c1nc2ccccc2[nH]1,14,7,-13,3,-0.1,-2,-12,-8,-2
O=C(NCC1CC1)c1ccc(-c2cn[nH]c2)c2ccoc12,-13,0,17,-11,-0.2,·,-4,9,-16
O=C(CSc1nccn1-c1ccccc1)c1ccc(Br)cc1,-16,3,22,3,0.7,-17,-5,0,-18
CCCNC(=O)COc1coc(CN2CCN(c3ccccc3OC)CC2)cc1=O,0,2,-9,-15,0.5,2,-3,-1,2
COc1cccc(C(=O)NC2=NCCS2)c1OC,-5,-1,12,-10,7.2,-12,-2,7,-4
Cc1nc(N(C)Cc2ccccc2)c2c(C)c(C)sc2n1,-20,9,7,0,0.6,-29,-6,0,7
COc1cc(C=CC(=O)N2CCN(CC(=O)N3CCCC3)CC2)cc(OC)c1OC,-3,0,11,-19,-0.1,·,-2,0,0
Cc1nnc(SCc2cccc3ccccc23)n(N)c1=O,-9,2,19,-15,2.8,-12,-6,9,-11
Cn1c(=O)[nH]c(=O)c2c1nc(N1CCOCC1)n2CC(=O)c1ccccc1,-19,1,9,-12,0.4,-16,-2,13,-11
O=C(CN(c1cccc(C(F)(F)F)c1)S(=O)(=O)c1ccccc1)N1CCOCC1,-7,4,-9,-15,0.6,-14,0,5,-5
Cc1ccc(S(=O)(=O)N2C[C@@H]3[C@H]4CC[C@H](C4)[C@@H]3[C@@H](C)[C@@H]2C2CCCCC2=O)cc1 (stereo not given in full),-8,2,9,-20,0.5,-24,-6,2,-10
COc1cccc(C(=O)Nc2cccc(C(C)=O)c2)c1,-11,2,7,6,0.6,2,-4,2,1
N#CC(C#N)=C1C=CC=CN1/C(=C\c1ccco1)C(=O)c1ccc(Br)cc1,12,5,12,37,3.5,49*,-10,5,14
O=C(COc1ccccc1)NC1C(=O)N2C(C(=O)O)=C(Cl)CSC12 (stereo not given),-2,0,8,8,0.2,-8,-1,14,-19
O=C(CSc1nnc(-c2ccncc2)n1-c1ccc(Cl)cc1)N1CCOCC1,1,0,-7,-22,0.4,-6,-9,-4,7
Nc1nc(NCCOCCO)nc(NCC2CCCO2)c1[N+](=O)[O-] (stereo not given),-15,0,17,-8,2.0,-1,-3,7,-11
CCCn1nc(C(=O)Nc2ccc(S(=O)(=O)Nc3ncccn3)cc2)c2ccccc2c1=O,-16,-1,9,-28,0.3,-20,-6,6,-4
CC(C)OP(=O)(OC(C)C)C(Nc1ccc(C(=O)O)cc1)c1ccccc1 (stereo not given),-11,1,19,-22,0.4,-6,-1,9,-10
Cc1ccccc1-n1nc2c(c1NC(=O)C1CC1)CS(=O)(=O)C2,6,3,7,-14,2.0,·,-1,-8,20
CCCCOc1ccc(C(=O)N/C(=C/c2cccc([N+](=O)[O-])c2)C(=O)O)cc1,-2,12,11,-8,0.3,-9,-7,9,-13
CC(CN1CCN(Cc2ccccc2)CC1)OC(=O)c1ccco1 (stereo not given),-7,3,16,-5,1.6,2,-7,-2,1
Cn1c(CCN2CCOCC2)nc2cc(NC(=O)c3cccs3)ccc21,-8,7,-7,-8,0.1,-10,-7,-2,8
O=C(Nc1nc2ccc(S(=O)(=O)N3CCCC3)cc2s1)c1cccs1,-7,29,7,3,1.0,-10,-3,-4,1
CN1CCN(c2ccc(CNC[C@H]3O[C@@H](n4cnc5c(=O)[nH]c(N)nc54)[C@H](O)[C@@H]3O)c(F)c2)CC1,8,2,-12,-14,0.2,·,-7,-24,29
CCc1nc2ccc(C(=O)Nc3cccc(OC)c3)cn2c1N(CC)CCN(C)C,24,1,-13,-2,-0.1,·,-6,-3,3

# Arranged by heavy-atom count (low to high): some entries from above
compound,CHO-K1 Ca antag,TAAR1 ag,M1 PAM parental,TAAR1 antag,CHO-K1 Ca ag,CHO parental Ca,CHRM1 agonist,CHRM1 PAM,M1 antag
CC(CN1CCN(Cc2ccccc2)CC1)OC(=O)c1ccco1 (stereo not given),-7,3,16,-5,1.6,2,-7,-2,1
Cn1c(CCN2CCOCC2)nc2cc(NC(=O)c3cccs3)ccc21,-8,7,-7,-8,0.1,-10,-7,-2,8
CCCn1nc(C(=O)Nc2ccc(S(=O)(=O)Nc3ncccn3)cc2)c2ccccc2c1=O,-16,-1,9,-28,0.3,-20,-6,6,-4
CN1CCN(c2ccc(CNC[C@H]3O[C@@H](n4cnc5c(=O)[nH]c(N)nc54)[C@H](O)[C@@H]3O)c(F)c2)CC1,8,2,-12,-14,0.2,·,-7,-24,29

# (cont.)
compound,CHO-K1 Ca antag,TAAR1 ag,M1 PAM parental,TAAR1 antag,CHO-K1 Ca ag,CHO parental Ca,CHRM1 agonist,CHRM1 PAM,M1 antag
CC(C(=O)N1CCOCC1)N1C(=O)c2cccc3cccc(c23)C1=O (stereo not given),-6,7,0,6,0.1,-2,-3,4,-5
O=C(Cc1ccc(NC(=O)C2CCN(C(=O)C3CCCC3)CC2)cc1)Nc1ccc(C(=O)N2CCOCC2)cc1,-2,5,9,-11,2.5,·,-6,-2,6
CCOC(=O)CC(=O)N/N=C/c1c(N)n(C)c(=O)n(C)c1=O,-5,2,25,3,5.0,3,-5,10,-7
CC(C)C(=O)NS(=O)(=O)c1ccc(N)cc1,8,10,7,-7,0.2,14,0,7,-6
O=C(O)c1ccc(Cn2cnc3cccnc32)cc1,-7,8,-3,-1,-0.1,3,0,2,-2
CCCCn1c(SCC(=O)Nc2nnc(C)s2)nc2c1c(=O)n(C)c(=O)n2C,-19,12,19,12,2.6,-1,-2,8,-13
Cc1ccc(OC(=O)c2ccc(N3CCOCC3)c([N+](=O)[O-])c2)cc1,-2,4,18,4,1.8,-3,-6,2,-4
COc1cccc(/C=N/Nc2ccc(S(=O)(=O)O)cc2)c1O,2,8,-8,16,0.4,1,-4,2,5
O=C(c1ccc2nccnc2c1)N1CCN(c2cccc(C(F)(F)F)c2)CC1,-20,-1,17,-31,3.3,-16,-7,-20,13
CC(C)C(c1nnnn1C1CCCCC1)N1CCN(c2ncccn2)CC1 (stereo not given),-9,1,18,-4,-0.3,-4,0,10,-20
COc1cc(OC)cc(C(=O)NCC(=O)OCC(=O)Nc2ccc(C)c(S(=O)(=O)N3CCOCC3)c2)c1,-3,3,-7,-20,1.3,·,4,15,8
CCCC(=O)Nc1c2c(nn1-c1ccc(F)cc1)CS(=O)(=O)C2,-7,4,2,5,-0.3,-5,-1,16,-8
Cc1ccc(NC(=O)C(C)Sc2nnc(C)n2C)cc1 (stereo not given),-10,2,12,-3,0.6,-13,-4,2,-6
CCCCCCCCN1C(=O)[C@H](CC(=O)NCc2cccc(C(F)(F)F)c2)C[C@@]2(C(=O)OC)CCCCC=C12,-2,-1,11,-11,0.3,·,·,·,·
O=C(CSc1nc(-c2cccs2)cc(C(F)(F)F)n1)NCc1ccco1,6,5,7,-15,1.1,-8,-7,1,8
O=C(Nc1nccs1)C1CC=CCC1C(=O)OCC(F)(F)C(F)F (stereo not given),-4,11,2,6,0.0,-10,-3,-6,22
CCOc1ccc(C(c2nnnn2Cc2ccccc2)N2CCN(C(=O)c3ccco3)CC2)cc1 (stereo not given),-14,8,8,0,0.9,-7,-4,-1,1
Cc1nc(NC(=O)CN2CCCCC2)sc1C(=O)N(C)C,-1,0,-9,4,0.5,-4,-4,3,-3
CCC12CSc3nc(Cl)ccc3N1C(=O)C(=O)N2C (stereo not given),7,2,-20,-9,-0.2,·,-4,4,-2
O=C(CN1CCOCC1)Nc1ccc(NC(=O)CN2CCOCC2)c(Cl)c1,23,5,1,13,-0.5,-1,2,7,-5
Cc1ccc(CNC(=O)[C@H](C)NC(=O)C2CCN(C(=O)[C@@H]3CCCN3C(=O)OC(C)(C)C)CC2)cc1,-5,0,-4,1,-0.3,-8,-3,-3,0
CCCCn1nnnc1C(c1ccccc1)N1CCN(C(=O)c2ccco2)CC1 (stereo not given),-12,3,1,-13,1.1,·,·,·,·
CCC(=O)N1c2ccccc2[C@@H](N(C(C)=O)c2ccccc2)C[C@H]1C,-5,0,8,6,-0.2,-11,-3,2,-3
C/C(=N\NC(=O)c1nc2ccccn2c1C)c1ccco1,-14,8,20,-30,1.3,-2,-4,10,-14
CC(=O)NC(=C(Cl)Cl)S(=O)(=O)c1ccccc1,-11,2,-6,-15,0.0,-10,1,11,-10
COc1ccc(Br)c2oc(SC)cc(=O)c12,-15,18,-6,-6,0.0,-14,-4,2,0
COc1ccc(-n2c(=O)c3ccccc3c3ccccc3c2=O)c(OC)c1,-6,4,22,2,1.2,-20,-6,-1,-2
